DT40 TDP1 CPT = growth inhibition of DT40 Tdp1-/-;hTDP1 cells with camptothecin (screen for TDP1 inhibitors) | chicken DT40 Tdp1-/-;hTDP1 cells + 20 nM CPT, ATP luminescence, 48 h | Potency, µM (highest dose often 46.2 µM), without a hit: at the top dose activity change, negative = growth inhibition, usual class: inhibitors | 420,000 tested, 12% active; note: nearly all actives have a fitted effect of over 55% in size
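Cell growth measured by CellTiter-Glo luminescence after a minimum 48 h, 37 C compound exposure with 20 nM CPT in Tdp1-knockout DT40 cells stably expressing hTDP1, seeded 400/well; qHTS titration format.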
TDP1 block = TDP1 (human) enzyme inhibition; Q9NUW8; recombinant TDP1, AlphaScreen DNA substrate cleavage; Potency, µM (titrated, usually from 130 µM), for inactives: at the highest dose activity change, negative = inhibition, hits mostly inhibitors; 350,000 tested, 0.28% active; note: nearly all actives have a fitted effect of over 40% in size
Target sequence (Q9NUW8 whole entry, looked up): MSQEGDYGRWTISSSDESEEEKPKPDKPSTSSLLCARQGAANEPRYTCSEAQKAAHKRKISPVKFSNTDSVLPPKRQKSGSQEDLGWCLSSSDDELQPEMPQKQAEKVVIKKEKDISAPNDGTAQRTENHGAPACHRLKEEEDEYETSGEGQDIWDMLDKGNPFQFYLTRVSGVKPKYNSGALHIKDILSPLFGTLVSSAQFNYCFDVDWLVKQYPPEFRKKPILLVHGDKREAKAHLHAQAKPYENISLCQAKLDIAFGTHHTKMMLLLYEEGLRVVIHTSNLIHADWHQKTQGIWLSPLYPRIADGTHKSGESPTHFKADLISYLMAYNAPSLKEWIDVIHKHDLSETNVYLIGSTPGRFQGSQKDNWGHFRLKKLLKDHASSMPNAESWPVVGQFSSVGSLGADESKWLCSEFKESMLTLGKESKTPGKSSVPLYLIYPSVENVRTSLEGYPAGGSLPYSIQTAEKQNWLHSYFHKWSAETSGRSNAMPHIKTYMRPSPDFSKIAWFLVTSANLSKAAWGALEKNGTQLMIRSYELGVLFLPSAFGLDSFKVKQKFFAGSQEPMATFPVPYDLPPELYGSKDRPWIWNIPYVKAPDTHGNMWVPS
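Recombinant human Tdp1 (E. coli-expressed, 1 nM final) preincubated with compounds 15 min at room temperature, then 5'-biotin/3'-phosphotyrosine-FITC DNA substrate (15 nM final) added for 5 min. AlphaScreen beads (10 ug/ml final) added 10 min; cleavage lowers signal.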
TDP1 cell noCPT = qHTS for Inhibitors of human tyrosyl-DNA phosphodiesterase 1 (TDP1): qHTS in cells in absence of CPT; DT40 Tdp1-/- hTDP1 cells, no CPT, ATP luminescence, 48 h; Potency, µM (doses to about 46.2 µM), for the others: at the highest dose activity change, negative = growth inhibition, most hits filed as inhibitors; 420,000 tested, 15% active; AID 686978, 2013; note: nearly all actives have a fitted effect of over 55% in size
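Readout: luminescence from CellTiter-Glo after 30 min in the dark at RT. Cells: DT40 Tdp1-/- with stable hTDP1, 400/well. Exposure: compounds alone, ≥48 hr, 37 °C.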
Active calls of the source: *; ? = inconclusive; nt = no result given; [ ] = remark or other dose. Calls come from the whole dose curve; as a rule, active = well fitted curve in the direction sought with a large enough effect; inconclusive = small, poorly fitted or top-dose-only effect, or another doubt; inactive = no such curve, though single readings can be large; an effect the other way counts as inactive or inconclusive. % is set by controls: 0 for no effect and ±100 for the full control effect; potency is the fitted concentration of half-maximal effect.

SMILES	DT40 TDP1 CPT	TDP1 block	TDP1 cell noCPT
COc1cc(/C=C2/NC(=O)N(c3cccc(Cl)c3)C2=O)ccc1O	?	3%	?
COc1cccc(OCC(=O)NNC(=O)Cc2cccs2)c1	12%	4%	-2%
CC(CCc1ccc(O)cc1)N(C)CCc1ccccc1 (stereo not drawn)	-27%	5%	-3%
CC(C)CCNC(=O)c1cccc(Cl)c1	-15%	7%	1%
COc1cccc(C(=O)O/N=C(\N)c2ccccn2)c1OC	?	nt	7.3µM*
CC(=O)Nc1ccc(S(=O)(=O)Nc2nc3ccccc3nc2Nc2ccc3ccccc3c2)cc1	?	-5%	?
Cc1ccc(CNC(=O)C(=O)NCCCn2ccnc2)cc1	-17%	nt	-28%
CC(C)(C)Cc1c(-c2ccc(Cl)cc2)nc2ccc(Cl)cn12	?	nt	?
CC(C)(C)OC(=O)NC(Cc1ccccc1)C(=O)NCCCC(=O)O (stereo not drawn)	-26%	-3%	-6%
CCc1ccc(CNC(=O)CN(c2ccc(C)cc2)S(=O)(=O)N(C)C)cc1	-15%	-1%	?
COc1ccc(Cl)cc1CC=NNC(=O)c1cccc(C)c1O	13µM*	nt	13µM*
COc1ccccc1CN1CC(C(=O)NCCn2ccc(C)n2)CCC1=O (stereo not drawn)	1%	1%	36%[activator]
CCN(CC)CCN(C)C1CCC(c2ccccc2)CC1 (stereo not drawn)	16µM*	1%	21µM*
COc1ccc(-c2csc(N(CCc3ccccc3)C(=O)COc3ccccc3)n2)cc1	?	2%	?
Cc1cccc(Cc2c(C)nc3nc(SCC(=O)O)nn3c2C)c1	-2%	8%	-1%
Cc1ccccc1CNC(=O)CC1C(=O)NCCN1Cc1c(F)cccc1Cl (stereo not drawn)	-6%	3%	?
c1cc2c(cc1C1CCCCC1)c1c3n2CCN=C3CCC1	?	10%	?
Cc1cc(-c2ccc(C)c(S(=O)(=O)NCCc3ccco3)c2)on1	-28%	8%	?
Cc1ccc(C(=O)C(OC(=O)CNC(=O)COc2ccccc2C)c2ccccc2)cc1 (stereo not drawn)	0%	2%	-12%
COc1cccc(NC(=O)NCc2ccccn2)c1	0%	0%	13%
Cc1cc2nc(SCCOC(=O)Nc3cccc(Cl)c3)nc(C)c2cc1C	1%	0%	-10%
COc1cccc(/C=N/Nc2ccc([N+](=O)[O-])cn2)c1O	3.3µM*	nt	2.9µM*
CC(=O)Nc1ccc(-c2nc3ccccc3o2)cc1	12%	2%	10%
Cc1ccc(S(=O)(=O)N(Cc2ccccc2Cl)C(=O)N2CCN(C)CC2)cc1	-3%	nt	0%
O=C(Nc1cccnc1)c1cccnc1	-7%	1%	-1%
O=C(NCCc1ccc(Cl)cc1)c1cccc(N2CCCC2=O)c1	-22%	1%	-17%
COc1cccc(CNC(=O)CSC2=Nc3ccccc3N=C(c3ccc(F)cc3)C2)c1	21µM*	3%	?
O=C(NC1CCSC1=O)c1ccc(Oc2ccc(F)cc2)nc1 (stereo not drawn)	-23%	7%	?
CCNc1ncc2nc(-c3cc(F)cc(F)c3)c(=O)n(Cc3ccc(F)cc3)c2n1	-4%	nt	1%
CCCC(=O)Nc1nnc(SCc2cc(=O)c3ccc(C)cc3[nH]2)s1	1.5µM*	3%	0.73µM*
COc1ccc(OC)c(N(CC(=O)NCc2ccncc2)S(C)(=O)=O)c1	-16%	7%	-6%
CCNc1nc(NCC)n2c(SC(C(=O)Nc3cc(C)ccc3C)c3ccccc3)nnc2n1 (stereo not drawn)	?	2%	12µM*
CC1(C)c2ccccc2N2CCC(=O)NC21/C=C/c1ccco1 (stereo not drawn)	-4%	0%	?
CCc1ccccc1N1CC(c2nc3ccccc3n2CC(C)C)CC1=O (stereo not drawn)	15µM*	0%	21µM*
COCCNC(=O)CSc1cc(-c2ccccc2)c2ccc(OC)cc2n1	-28%	10%	?
O=C(Nc1ccc2nccnc2c1)N1CCCCCC1	?	0%	-27%
COc1ccc(/C=N/NC(=O)CN(C2=NS(=O)(=O)c3ccccc32)c2ccccc2)cc1OC	-5%	5%	?
Cc1ccccc1NC(=O)Cc1nc(COC(=O)/C=C/c2ccccc2)cs1	-1%	0%	?
CC(C)(C)c1ccc(NC(=O)COC(=O)C2(C)CC2(Cl)Cl)cc1 (stereo not drawn)	?	2%	23µM*
COc1ccccc1-c1ccnc(-n2ncc(C(=O)NCCc3ccncc3)c2C)n1	40%[activator][9.04 µM]	nt	-4%
COc1ccc(-c2csc3nc(-c4ccc(F)cc4)oc(=O)c23)cc1	4%	0%[12.3 µM]	-23%
COC(=O)Cc1cc(=O)n(-c2nc3ccccc3s2)[nH]1	?	6%	?
O=C(CSc1cn[nH]n1)Nc1ccccc1C(=O)O	2%	nt	-1%
CCOC(=O)Cn1nnnc1CN(Cc1cccs1)Cc1cc2cc(C)ccc2[nH]c1=O	?	-1%	?
CC(Sc1nnc(-c2ccc(Cl)cc2Cl)n1Cc1ccccc1)C(=O)Nc1nccs1 (stereo not drawn)	?	6%	?
CC(C)CN1CCC2(CC1)CCN(C(=O)c1cccn1C)CC2	10%	nt	-3%
NS(=O)(=O)c1ccc(NC(=O)COc2ccc(C(=O)c3ccc(F)cc3)cc2)cc1	?	nt	12µM*
O=C(Cn1ncc2c3ccccc3n(Cc3ccccc3)c2c1=O)NCCN1CCOCC1	-29%	1%	4%
Nc1nnc(SCC(=O)Nc2cccnc2Cl)s1	2%	nt	-4%
Cc1ccc(N2C(=O)C3CCC(c4ccccc4)CC3C2=O)cc1 (stereo not drawn)	-16%	-3%	-3%
COc1ccc(NC(=O)CC2C(=O)N(c3ccc(OC)cc3)C(=O)N2CCN2CCN(C)CC2)cc1 (stereo not drawn)	-11%	6%	-9%
O=C(NCCCNc1ccc(C(F)(F)F)cc1[N+](=O)[O-])c1ccc(F)cc1	16µM*	5%	23µM*
Cn1ccnc1SCC(=O)Nc1cccc(O)c1	-5%	1%	-14%
CN(Cc1cnn(-c2ccc(F)cc2)c1)C(=O)[C@H]1O[C@@H](n2ccc(=O)[nH]c2=O)[C@H](O)[C@@H]1O	-8%	nt	-4%
Cc1ccc(N(C)C(=O)N2CCN(c3ccccn3)CC2)cc1	1%	8%	-10%
Oc1c(Br)cc(Cl)cc1C=Nc1ccc(N2CCOCC2)cc1	12%	6%	?
COc1ccc(NC(=O)CSc2nc3nc(C)cc(C)c3c(=O)[nH]2)cc1OC	-20%	1%	-8%
c1ccc(N=P(c2nc3ccccc3o2)(N2CCOCC2)N2CCOCC2)cc1	?	4%	1%
O=c1cc(COc2ccc(Cl)c(Cl)c2)nc2sccn12	-26%	3%	?
O=C(CSc1nc2scc(-c3ccccc3)c2c(=O)[nH]1)NCCc1ccccc1	-24%	4%	-23%
Following part
SMILES	DT40 TDP1 CPT	TDP1 block	TDP1 cell noCPT
N#Cc1ccccc1CSc1nc2ccsc2c(=O)n1Cc1ccccn1	?	3%	?
COc1ccc(OCCCC(=O)OC(C)C(=O)Nc2ccc(C)cc2)cc1 (stereo not drawn)	6%	-3%	-19%
O=C(COc1ccccc1)Nc1ccc2nc(SCC(=O)N3CCOCC3)sc2c1	18µM*	2%	15µM*
COc1ccc(-c2cc(C(=O)NCCN3CCOCC3)c3ccccc3n2)cc1OC	8%	3%	?
CCN(CC)S(=O)(=O)c1ccc(C)c(NC(=O)c2cc(C)oc2C)c1	?	5%	?
O=C(c1ccccc1F)N1CCN(Cc2nc3sc4c(c3c(=O)[nH]2)CCCC4)CC1	2%	5%	-16%
CCOC(=O)c1c(C)[nH]c(C)c1C(=O)COC(=O)c1c(OC)cccc1OC	-24%	-2%	?
Cc1ccc(C)c(OCc2nnc(SCC(=O)NC(=O)NCc3ccco3)o2)c1	-13%	0%	-3%
Cc1c(NC(=O)c2cc(CC(C)C)on2)c(=O)n(-c2ccccc2)n1C	10%	2%	-10%
COc1ccc([C@@H]2CC(=O)[C@@H]3CN(S(=O)(=O)c4ccc(Cl)cc4)[C@H](c4ccc(C)cc4)C[C@@H]3N2S(=O)(=O)c2ccccc2)cc1	?	nt	?
CN(Cc1ccccc1)C(c1ccnc2ccccc12)c1nnnn1-c1ccc2c(c1)OCCO2 (stereo not drawn)	?	nt	?
C=CCN(C)CCCCCCOc1ccc(C(=O)c2ccc(Br)cc2)c(F)c1	5µM*	9%	5µM*
Cc1cc(Cl)ccc1OCCCC(=O)NCCCn1ccnc1	?	1%	?
Cc1ccc(CN(Cc2ccccn2)C(=O)Nc2c(F)cccc2F)cc1	?	nt	-1%
COc1cc(NC(=O)CN2C(=O)c3ccccc3C2=O)c(C(=O)O)cc1OC	0%	1%	-2%
CC1CCN(S(=O)(=O)c2ccc(C(=O)N3CCN(c4ccccc4F)CC3)cc2)CC1	-29%	5%	?
Cc1ccc(Cn2c(=O)n(Cc3ccccc3)c(=O)c3c(C)c(C)sc32)cc1	9%	2%	1%
Nc1cc2c(cc1[N+](=O)[O-])-c1ccccc1C2=NO	21µM*	nt	8.2µM*
Cc1ccc(S(=O)(=O)/N=C(\c2ccccc2)N(C)S(=O)(=O)c2ccccc2)cc1	0%	2%	?
CN(C(=O)c1ccc(NC(=O)Cc2cccc(NC(=O)C3CCCN(C(=O)C4CCC4)C3)c2)cc1)C1CCCC1 (stereo not drawn)	0.18µM*	2%	?

Full records, quoted from the list.
Listed for Cc1ccc(S(=O)(=O)/N=C(\c2ccccc2)N(C)S(=O)(=O)c2ccccc2)cc1 : DT40 TDP1 CPT = 0%; TDP1 block = 2%; TDP1 cell noCPT = ?
Listed for COc1ccc(OCCCC(=O)OC(C)C(=O)Nc2ccc(C)cc2)cc1 (stereo not drawn) : DT40 TDP1 CPT = 6%; TDP1 block = -3%; TDP1 cell noCPT = -19%

Further compounds follow.
SMILES	DT40 TDP1 CPT	TDP1 block	TDP1 cell noCPT
Cn1ccc2c(-c3cccc(C=O)c3F)cc3c(c21)C1CCC3C1 (stereo not drawn)	?	nt	?
COc1ccc(CN2CCN(C(=O)c3ccccc3F)CC2)c(OC)c1OC	8%	nt	-24%
O=C(O)c1ccc(CS(=O)c2cccc(C(F)(F)F)c2)o1 (stereo not drawn)	3%	6%	7%
CN(C)C(=O)CCc1ccc2c3c([nH]c2c1)[C@]1(CCc2ccccc2)[C@@H](C(=O)N2CCCCC2)C[C@H](CC(=O)NCCC2=CCCCC2)C(=O)N1CC3	8.2µM*	0%[56.1 µM]	9.2µM*
CC(C)C(=O)NCCc1nc2ccccc2n1CCOc1ccccc1	-28%	7%	?
CC(C)C(NC(=O)OCc1ccccc1)C(=O)O (stereo not drawn)	5%	2%	-6%
O=c1c2cc(-c3ccccc3)sc2nc2n1N=C(c1cccs1)CS2	16µM*	7%	23µM*
COc1ccccc1/C=C1\NC(=S)N(CC2CCCO2)C1=O (stereo not drawn)	-3%	-4%	-26%
COc1ccc(NC(=O)C2CCCN(S(=O)(=O)c3ccc(C)cc3)C2)cc1OC (stereo not drawn)	?	-2%[56.1 µM]	?
O=C(O)c1ccc(/C=N/NC(=O)c2ccc(NS(=O)(=O)c3cccs3)cc2)cc1	0%	2%	26%
O=C(CCC(=O)c1ccc(Br)cc1)Nc1cccnc1	-12%	-2%	16%

Compounds above with a furan ring, fused or not, in the order listed:
SMILES	DT40 TDP1 CPT	TDP1 block	TDP1 cell noCPT
Cc1cc(-c2ccc(C)c(S(=O)(=O)NCCc3ccco3)c2)on1	-28%	8%	?
CC1(C)c2ccccc2N2CCC(=O)NC21/C=C/c1ccco1 (stereo not drawn)	-4%	0%	?
CCN(CC)S(=O)(=O)c1ccc(C)c(NC(=O)c2cc(C)oc2C)c1	?	5%	?
Cc1ccc(C)c(OCc2nnc(SCC(=O)NC(=O)NCc3ccco3)o2)c1	-13%	0%	-3%
O=C(O)c1ccc(CS(=O)c2cccc(C(F)(F)F)c2)o1 (stereo not drawn)	3%	6%	7%

Screening data (PubChem)
